# Screening data from PubChem BioAssay.
# RAM inhibit: blocks the yeast RAM network. inhibition, % at 50 µM. AID 868. actives 1.8% (n = 190,000). S. cerevisiae dse1pr::URA3 reporter, 5-FOA growth OD615, 2 d; analog-sensitive cbk1-as2 kinase mutant strain;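 active = inhibition above a set limit, 3 SD over mean compound inhibition, cut at about 8.4% in these data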;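 also: 0% = DMSO-only wells with no growth and 100% = 10 µM 1-NA-PP1 full growth; inhibition rescues growth on 5-FOA so higher OD means more RAM inhibition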
# PPARg SRC-2 ag: PPARgamma-driven SRC-2 recruitment agonism; PPARgamma LBD-SRC-2 recruitment, biochemical; activation, % at 8 µM; actives 0.34% (n = 200,000); P37231; AID 1032; in the data active = activation above about 22%;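 also: 0% = vehicle and 100% = reference agonist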
# STAT1 inh: reduces IFN-gamma driven STAT1 reporter signal; NIH 3T3 STAT1-luciferase reporter, luminescence; inhibition, % at 5.5 µM; actives 0.35% (n = 200,000); AID 920;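 active = inhibition above a set limit, the mean inhibition across all tested compounds plus 3 SD, cut at about 34% in these data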;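 also: 0% = IFN-gamma with DMSO and 100% = IFN-gamma with 300 µM nifuroxazide; values of inactives mirror those of a sister screen read the other way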
# S1P3 antag: S1P3 (human) receptor antagonism; Q99500; CHO S1P3 NFAT-BLA reporter, FRET fluorescence, antagonist mode; inhibition, % at 4.98 µM; actives 0.27% (n = 170,000);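 active = inhibition above the plate cutoff, the mean inhibition of test wells on that plate plus 3 SD, cut at about 28% in these data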;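 also: cells challenged with S1P at its EC80 of 0.8 µM; blue over green emission ratio from cleaved BLA substrate after 4 h stimulation; 0% = S1P-stimulated wells and 100% = unstimulated DMSO-only wells; some compounds past the cut are filed as inactive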
# Target sequence (Q99500 whole entry, looked up): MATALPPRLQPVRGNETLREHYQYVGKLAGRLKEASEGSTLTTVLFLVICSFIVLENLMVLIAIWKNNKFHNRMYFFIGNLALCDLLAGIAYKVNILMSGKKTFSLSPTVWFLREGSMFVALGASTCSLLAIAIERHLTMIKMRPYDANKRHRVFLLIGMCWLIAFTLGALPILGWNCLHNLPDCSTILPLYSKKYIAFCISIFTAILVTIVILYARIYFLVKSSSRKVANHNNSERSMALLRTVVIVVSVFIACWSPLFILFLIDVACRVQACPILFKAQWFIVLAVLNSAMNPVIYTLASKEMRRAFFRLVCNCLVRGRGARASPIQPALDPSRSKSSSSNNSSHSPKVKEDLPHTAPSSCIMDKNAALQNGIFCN
# ROMK primary: modulates human ROMK potassium channel activity | P48048 | AID 1918 | B-score at 10 µM | actives 2% (n = 130,000) | Tet-inducible ROMK, thallium flux fluorescence; actives lie on both sides;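 active = signal ratio slope over the read window, or its plate-corrected B-score, at least 3 SD from the plate mean, either direction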;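 also: B-score of the F/F0 ratio slope over 7 to 12 s after thallium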
# Target sequence (P48048 whole entry, looked up): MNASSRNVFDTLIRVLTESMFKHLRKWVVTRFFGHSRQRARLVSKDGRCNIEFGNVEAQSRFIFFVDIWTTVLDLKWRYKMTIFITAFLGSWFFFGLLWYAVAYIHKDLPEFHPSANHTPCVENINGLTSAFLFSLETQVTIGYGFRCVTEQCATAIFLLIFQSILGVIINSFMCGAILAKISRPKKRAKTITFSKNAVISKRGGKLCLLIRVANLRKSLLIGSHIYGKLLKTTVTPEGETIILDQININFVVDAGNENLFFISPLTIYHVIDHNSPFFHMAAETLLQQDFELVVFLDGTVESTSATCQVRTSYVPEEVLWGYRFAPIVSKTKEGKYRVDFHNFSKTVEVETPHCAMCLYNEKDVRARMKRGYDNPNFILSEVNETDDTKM
# TR-FRET SRC-2 ct: TR-FRET artefact, counter-screen to PPARgamma/SRC-2 agonist assay | hits give high values | TR-FRET ratio at 8 µM | actives 0.4% (n = 200,000); in the data active = TR-FRET ratio above about 2000; also: inactives centre near 1500
# TLR4-MyD88 BLA: inhibitors of human TLR4-MyD88 binding. HeLa CL3-4 TLR4/MyD88 BLA complementation, FRET ratio. inhibition, % at 8.4 µM. actives 0.18% (n = 200,000); in the data active = inhibition above about 25%;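 also: 0% = vehicle and 100% = reference inhibitor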
# PPARg SRC-1 ag: agonists of human PPARgamma SRC-1 coactivator recruitment | P37231 | PPARgamma-SRC-1 coactivator recruitment biochemical assay | activation, % at 8 µM | actives 0.41% (n = 200,000) | AID 631; in the data active = activation above about 19%;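 also: 0% = DMSO and 100% = reference agonist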
# STAT3 blocker: STAT3 signaling inhibition; U3A cells, IL-6 STAT3-luciferase reporter, luminescence; host cell line lacks STAT1; actives 0.89% (n = 190,000); inhibition, % at 5.5 µM;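 active = inhibition above the mean inhibition across all screened compounds plus 3 SD, cut at about 44% in these data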;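 also: 0% = DMSO only wells and 100% = 100 µM nifuroxazide control wells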
# STAT3 act: increases IL-6 driven STAT3 reporter signal | actives 0.91% (n = 190,000) | activation (% of control), % at 5.6 µM | U3A cells, IL-6 STAT3-luciferase reporter, luminescence; 100% = signal with IL-6 EC80 alone;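 active = activation above the screen-wide mean of compound activation plus 3 SD, cut at about 130% in these data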;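 also: 0% = background luminescence of wells with medium and substrate only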
#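 Detection: reporter luminescence signal / Assay system: STAT1-lacking human U3A cells, STAT3 luciferase reporter / Incubation: compound pre-incubation 1 h before IL-6, then 6 h stimulation at 37 °C / Control set: IL-6-only high control / Read-out: % activation relative to IL-6 control / Probe or stimulus: Interleukin-6, 33 ng/mL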
# PPARg SRC-3 ag: promotes SRC-3 coactivator recruitment by human PPARgamma; actives 0.26% (n = 200,000); activation, % at 8 µM; P37231; biochemical PPARgamma/SRC-3 coactivator recruitment assay; AID 731; in the data active = activation above about 23%;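 also: 0% = DMSO and 100% = reference agonist; some compounds past the cut are filed as inactive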
# Numbers without * were called inactive; · = no result given.
SMILES,RAM inhibit,PPARg SRC-2 ag,STAT1 inh,S1P3 antag,ROMK primary,TR-FRET SRC-2 ct,TLR4-MyD88 BLA,PPARg SRC-1 ag,STAT3 blocker,STAT3 act,PPARg SRC-3 ag
Cn1nnc2cc(C(=O)NCc3ccc4c(c3)OCO4)ccc21,1.4,12,-1,-77,·,1422,-7,-2,0,102,3
O=S(=O)(c1ccc(F)c2ccccc12)N1CCCCC1,8.9*,3,4,-15,·,1525,1,6,8,100,17
CCOC(=O)c1c(NC(=O)Cn2c(=O)oc3ccccc32)oc(C)c1C(C)=O,3.4,-7,-6,-27,·,1657,-20,11,-3,105,3
COc1ccc(OCC(=O)OCCN(C)C)cc1,0.8,2,5,·,0.96,1407,-8,2,5,99,-1
CC(C)(CNC(=O)c1cc(=O)[nH]c2ccccc12)N1CCOCC1,-1.1,0,9,·,0.27,1653,-9,5,-4,103,-6
Cc1nn(CC(=O)Nc2ccc(S(=O)(=O)N(C)C)cc2)c(C)c1[N+](=O)[O-],0.6,-6,5,7,0.68,1273,-1,3,-10,109,-4
CCc1ccc2c(c1)C1(NN=C(c3cccc4ccccc34)S1)C(=O)N2 (configuration not stated),0.4,9,1,·,-1.9,1592,31*,4,6,96,-9
O=C(CNC(=O)c1ccc(Cl)cc1Cl)OCC(=O)c1ccc2c(c1)OCCO2,2.4,-3,-2,·,0.94,1490,-11,-1,-6,104,-3
Cc1nc(NC(=O)c2ccccc2)sc1-c1csc(Nc2ccc(Cl)cc2Cl)n1,5.2,-5,-3,·,·,1597,2,-3,11,92,-1
O=C(O)Cn1cc(C(=S)N2CCCCC2)c2ccccc21,6.4,-3,5,-15,-0.47,1496,-9,-8,-6,109,-4
C=CCOc1c(Cl)cc(CNc2ccc(C)c(Cl)c2)cc1OC,-0.1,-8,-3,·,2.3,1597,8,2,-2,105,-10
CC(C)(C)OC(=O)NNC(=O)c1ccc(Cl)cc1,-1.1,-1,-7,·,·,1381,1,3,14,95,-7
CC(NC(=O)C1CCCC1)c1ccc2c(c1)OCCO2 (configuration not stated),2.3,7,0,·,·,1466,16,-1,6,98,8
O=C1C(=O)N(CCOCCO)C(c2ccccn2)/C1=C(\O)c1ccccc1 (configuration not stated),0.7,-1,1,-15,·,1467,-8,-5,4,101,0
O=C(CCc1ccc(S(=O)(=O)N2CCOCC2)cc1)NN=C1CCCCCCC1,0.4,-6,4,-10,0.35,1632,-10,1,6,97,0
CCC(CC)C1C(C#N)=C(N)SC(N)=C1C#N,1.2,-1,16,·,-1.7,1524,2,-6,-8,110,3
N[C@@H](Cc1ccccc1)c1nnc2sc(SCc3ccccc3)nn12,0.7,7,-3,-21,·,1565,-3,-5,-3,106,-8
CCc1ccc(C2CC(c3ccc(Cl)cc3)n3nc(N)nc3N2)cc1 (configuration not stated),7.2,-5,-7,-8,·,1370,-8,-1,·,·,1
Cc1ccsc1C1C(C#N)=C(N)OC2=C1C(=O)CC(C)C2 (configuration not stated),2.1,8,-5,-13,·,1592,-8,9,0,101,3
O=C(CCC1CCCN(C(=O)c2ccncc2)C1)NCc1ccc(F)c(F)c1 (configuration not stated),-0.1,0,-3,-14,-0.38,1433,5,-1,9,103,-5

# Two entries drawn at random from the list so far, as already listed:
SMILES,RAM inhibit,PPARg SRC-2 ag,STAT1 inh,S1P3 antag,ROMK primary,TR-FRET SRC-2 ct,TLR4-MyD88 BLA,PPARg SRC-1 ag,STAT3 blocker,STAT3 act,PPARg SRC-3 ag
O=C(O)Cn1cc(C(=S)N2CCCCC2)c2ccccc21,6.4,-3,5,-15,-0.47,1496,-9,-8,-6,109,-4
CC(C)(CNC(=O)c1cc(=O)[nH]c2ccccc12)N1CCOCC1,-1.1,0,9,·,0.27,1653,-9,5,-4,103,-6

# Carrying on:
SMILES,RAM inhibit,PPARg SRC-2 ag,STAT1 inh,S1P3 antag,ROMK primary,TR-FRET SRC-2 ct,TLR4-MyD88 BLA,PPARg SRC-1 ag,STAT3 blocker,STAT3 act,PPARg SRC-3 ag
CC(C)[C@H](NS(=O)(=O)c1ccccc1)C(=O)OCC(=O)Nc1ccccc1Sc1ccccc1,15*,-9,-8,9,·,1439,-16,-1,-8,109,-2
Cc1nc(N)c(Cc2ccccc2F)c(N)n1,1.8,1,-3,-30,-0.032,1614,0,11,0,102,2
CCOC(=O)CC1=C(C(=O)OCC)C(c2ccncc2)C(C#N)=C(N)O1 (configuration not stated),0.9,0,15,22,·,1624,-9,9,7,99,9
COc1cccc(NC(=O)NC2CCCCC2C)c1 (configuration not stated),-1.2,8,1,-3,0.081,1780,-12,4,12,94,4
Cc1cc(C)nc(NS(=O)(=O)c2ccc(N3C(=O)C4CC=C(Cl)CC4C3=O)cc2)n1 (configuration not stated),-0.5,-13,-5,9,·,1613,-6,6,8,95,5
CCOC(=O)c1cnc(-c2ccccc2)nc1N,0.2,-3,-56,10,-0.11,1378,8,-1,-1,103,7
CN1CCc2c(sc3c2c(NCc2ccco2)nc2nnnn23)C1,1.2,-4,21,4,-2.5,1461,2,-4,-13,115,-6
O=C(O)CC(NC(=O)c1ccncc1)c1ccccc1 (configuration not stated),0.8,-3,-2,-3,-0.26,1683,5,4,-2,104,0
O=C(COC(=O)CC1CC2CCC1C2)Nc1cccc(S(=O)(=O)NC2=NCCCCC2)c1 (configuration not stated),0.8,-2,0,-18,-0.22,1419,-8,-2,2,106,1
Cc1sc2c(c1C)CN(C(C)(C)C)CN2C(=O)c1ccccc1,0.7,4,-15,·,-1.8,1442,2,4,-45,142*,4
O=C(CN(Cc1cccs1)S(=O)(=O)c1ccc(S(=O)(=O)N2CCCCC2)cc1)Nc1ccccc1,3.8,3,5,8,0.26,1486,-4,-1,0,102,1
Cc1ncc(CO)c(/C=N/NC(=O)c2cc3c(s2)CCCC3)c1O,-0.6,-2,4,13,-1.3,1727,-15,-4,8,97,0
COc1ccccc1C(=O)NC(CCSC)C(=O)OCC(=O)NC(=O)NCc1ccco1 (configuration not stated),-0.5,6,5,-12,-0.5,1634,2,6,8,97,-2
COc1cc(C=O)cc(Br)c1OCC(N)=O,3.9,8,-2,-31,-0.15,1664,6,2,9,97,-1
COCc1[nH]nc2c1C(c1ccccc1F)C(C#N)=C(N)O2 (configuration not stated),3.0,4,17,-10,·,1488,6,4,6,99,-1
O=C(NN=C1CCCCCCCCCCC1)c1ccccc1F,4.0,3,-26,-1,0.13,1622,-20,4,-3,103,9
Cc1cc(Nc2ccc(F)cc2C)n2nc(C)nc2n1,-0.7,-6,3,-30,·,1614,4,6,12,97,0
CCCn1c(SCC(=O)Nc2ccc(C)c(S(=O)(=O)N3CCOCC3)c2)n[nH]c1=O,0.0,11,10,-10,·,1531,-8,7,-4,99,2
CCOc1ccc2nc(NC(=O)CN3CCC(n4nnc5cc(C(F)(F)F)ccc54)CC3)sc2c1,5.8,-6,4,·,·,1266,6,2,13,92,6
Cc1ccc(C)c(NC(=O)Cn2nc([N+](=O)[O-])c(Br)c2C)c1,4.5,-6,-8,-6,·,1609,8,3,-3,105,-2
COc1ccccc1NS(=O)(=O)c1ccc(OC)c(OC)c1,-0.3,-4,11,-56,·,1594,-1,1,-2,106,-6
COc1ccccc1N1CCN(C/C=C/c2ccc(N(C)C)cc2)CC1,1.1,-2,-1,18,·,1622,8,-2,6,101,-1
O=C(/C(=C/c1ccccc1)c1ccccc1)N1CCCCC1,1.3,2,-5,·,·,1532,-6,-2,-7,106,2
Cn1c(-c2ccc(F)cc2)cnc1NCc1ccc(C#N)cc1,0.3,2,5,-15,-0.85,1685,-7,4,9,95,-3
CC(NO)C(C)(C)NO (configuration not stated),0.7,7,-5,-40,·,1567,4,3,2,103,5
COc1ccccc1NC(=S)N(Cc1cccnc1)Cc1ccccc1Cl,-0.5,-12,2,0,0.055,1554,6,1,4,104,0
O=C(CSc1nc(-c2ccccc2)nc2ccccc12)Nc1cccc(C(=O)O)c1,0.9,2,-5,-6,2.2,1768,2,10,-16,114,1
CC(=O)C1=C(S(=O)(=O)c2ccc(C)cc2)CS(=O)(=O)C1,-0.1,-5,4,-5,-2.8,1407,-13,0,21,88,-3
C/C(O)=C(/C=NCC(=O)O)C(=O)Nc1nccs1,2.0,-2,0,-17,1.6,1579,21,-5,25,86,0
O=C(NC(C(=O)O)c1ccccc1)c1ccccc1 (configuration not stated),-0.3,-5,-1,·,1,1547,8,-3,9,97,-3
CS(=O)(=O)N1CCN(c2c(Cl)cccc2[N+](=O)[O-])CC1,0.7,11,9,·,·,1701,-18,3,27,86,10
CC(C)COC(=O)Nc1nnc(Cc2ccccc2)s1,2.6,5,-35,8,0.11,1736,-14,3,-11,118,4
Cn1ccnc1SCC(=O)c1cccc(Br)c1,2.0,-9,-14,·,-0.39,1438,-11,-8,-18,121,-8
CC(=O)COc1ccc2c3c(c(=O)oc2c1)CCCC3,2.1,4,-8,-30,0.068,1508,4,5,14,90,-6
CC(NC(=O)CSc1nc2ccc(N)cc2s1)c1ccccc1 (configuration not stated),-0.5,1,5,-4,-0.32,1524,-4,2,-15,114,-2
Cc1ccccc1NC(=O)c1ccc(F)c(S(=O)(=O)N2CCN(c3ccccn3)CC2)c1,0.8,3,11,-2,-0.88,1702,2,6,24,81,13
O=C(CSc1ccccn1)N1CCc2ccccc21,2.0,8,-34,-3,-0.78,1551,-19,4,21,88,-2
O=C1CN(C(=O)CSc2nc3cc(Cl)ccc3c(=O)n2Cc2ccccc2)c2ccccc2N1,2.9,-2,21,-1,·,1290,5,-7,5,92,0
C=CCn1c(=O)c2ccccc2n2c(Sc3nnnn3-c3ccccc3)nnc12,4.7,4,3,16,·,1654,5,0,7,98,11
O=C(NCCN1CCOCC1)C1CCN(c2nc3ccccc3o2)CC1,-0.7,0,-4,-14,0.019,1620,-4,3,12,94,-5
COCCOC(=O)C1=C(C)NC(=O)NC1c1ccc(Cl)cc1 (configuration not stated),1.9,11,6,-36,·,1655,2,10,11,95,6
CCCCCC(=O)OCCc1c(C)nc2nc[nH]n2c1=O,0.4,9,-3,-27,-0.4,1658,-7,8,-1,102,5
Cc1ccc(S(=O)(=O)CC(=O)Nc2c(C)n(C)n(-c3ccccc3)c2=O)cc1,-0.4,3,3,-2,0.51,1769,-2,10,4,97,2
COc1ccc(C(C(=O)NC2CCCCC2)N(Cc2cccs2)C(=O)Cc2c[nH]c3ccccc23)cc1OC (configuration not stated),4.1,0,4,·,·,1792,-1,6,-7,111,6
O=C(O)C1CCN(S(=O)(=O)N2CCOCC2)CC1,-0.2,3,15,·,0.65,1525,6,6,7,96,0
Cn1c(=O)cc(SCC(=O)N2CCCC2)c2ccc(Cl)cc21,1.4,87*,21,5,0.42,3299*,1,72*,26,82,87*
CCN1CCN(C(=S)NCCc2ccccc2)CC1,0.9,4,-8,·,·,1489,-10,0,3,104,3

# Compounds as they come; about 5.6% have a hit in one of these screens.
